Assay outcomes (PubChem)
PKA-R1A act: activators of PKA-R1A holoenzyme, primary screen, biochemical, fluorescence polarization, Cy5-IP20, bovine R1A, mouse PKAc; cAMP-dependent protein kinase type I-alpha regulatory subunit (Bos taurus) + …; PKA-R1A dissociation; scaled: DMSO 0%, 113 µM cGMP 100%; activation, % at 11.4 µM; 0.083% of 340,000 active;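 active = percent activation above the mean of all tested compounds plus 3 SD, cut at about 19% in these data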;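 note: higher means more PKAc released from R1A so a rise in polarization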
DAGLB inhibitor: DAGLB lipase inhibitors, primary screen, biochemical, fluorescence, HTS; Diacylglycerol lipase-beta (Homo sapiens), Q8NCG7; HEK293T DAGLB membrane lysate, EnzChek fluorogenic substrate; inhibition, % at 5.17 µM; 0.059% of 340,000 active; in the data active = inhibition above about 34%;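 note: 0% = enzyme with vehicle and 100% = wells lacking enzyme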
OPRM1-OPRD1 inv: inverse agonists of MOR-DOR heterodimerization, primary screen, cell-based, luminescence; Mu-type opioid receptor (Homo sapiens) + Delta-type opioid receptor (Homo sapiens), …; cell-based MOR-DOR heterodimer luminescence, inverse agonism; inhibition, % at 9.3 µM; 0.21% of 340,000 active; AID 504357, 2011; in the data active = inhibition above about 22%, passing the limit was not always enough;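 note: 0% = cells with DMSO and 100% = wells without cells with DMSO; values of inactives mirror those of a sister screen read the other way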
V-ATPase pHluor: regulators of yeast V-ATPase proton pumping, primary screen, pHLuorin cytosolic pH fluorescence. 0.37% of 350,000 active. response, % at 10 µM. S. cerevisiae. AID 504577, 2011; in the data active = response mostly above about 7.3%, no sharp cut-off; inactive = mostly below about 5.4%; note: actives read high; inactives centre near 0; some compounds called inactive have numbers as strong as hits; reference of the scale not given here
PKA-R2B act: activators of PKA-R2B holoenzyme, primary screen, biochemical, fluorescence polarization, Cy5-IP20, human | cAMP-dependent protein kinase catalytic subunit beta (Homo sapiens) + cAMP-dependent … | PKA-R2B holoenzyme dissociation; R2B truncated from residue 108, S112A mutant; 0% DMSO only, 100% 113 µM cGMP | activation, % at 11.4 µM | 0.079% of 340,000 active;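 active = activation above a cutoff set at the mean over all compounds plus 3 SD, cut at about 18% in these data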;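 note: higher means more holoenzyme dissociation and a rise in polarization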
Target sequence (P31323 whole entry, looked up, other chains not shown, the tested form may be a part): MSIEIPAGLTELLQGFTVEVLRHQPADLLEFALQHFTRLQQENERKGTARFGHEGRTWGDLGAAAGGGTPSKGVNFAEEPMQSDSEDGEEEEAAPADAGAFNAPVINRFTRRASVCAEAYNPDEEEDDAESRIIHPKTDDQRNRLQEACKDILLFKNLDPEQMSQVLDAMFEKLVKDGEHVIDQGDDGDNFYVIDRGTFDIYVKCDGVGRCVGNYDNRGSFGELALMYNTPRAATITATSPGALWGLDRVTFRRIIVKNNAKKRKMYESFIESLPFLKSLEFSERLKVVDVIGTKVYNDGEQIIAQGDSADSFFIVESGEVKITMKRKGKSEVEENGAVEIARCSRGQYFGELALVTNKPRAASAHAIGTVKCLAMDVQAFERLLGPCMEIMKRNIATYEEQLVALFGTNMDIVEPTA
Arrestin-AP2 inh: inhibitors of beta-arrestin/AP2 binding, primary screen, biochemical, GPCR trafficking, flow cytometry; FITC-arrestin peptide / GST-AP2 beads; AP2 beta2 appendage carries R879A mutation; beta-arrestin 1 C-terminal peptide binding to AP2 beta2-adaptin appendage (human); inhibition, % at 10 µM; 0.31% of 340,000 active; AID 504490, 2011;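 active = inhibition above a set limit, near 3 SD of compounds lacking own fluorescence, cut at about 54% in these data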;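 note: plate controls were DMSO wells for no effect and 5 µM unlabelled arrestin peptide for full effect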
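System: GST-AP2 R879A bound to glutathione beads, E. coli-expressed. Also added: 50 nM FITC-arrestin peptide. Schedule: compound with beads 12 min RT, then probe 1 h RT. Signal: bead flow cytometry, FITC channel. Read-out basis: percent response.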
OPRM1-OPRD1 ag: agonists of OPRM1-OPRD1 heterodimerization, primary screen, cell-based, luminescence; Mu-type opioid receptor (Homo sapiens) + Delta-type opioid receptor (Homo sapiens), …; cells; activation, % at 9.3 µM; 0.3% of 340,000 active; in the data active = activation above about 18%;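 note: 0% = vehicle-treated cells and 100% = reference agonist; values of inactives mirror those of a sister screen read the other way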
Pemphigus Ab inh: inhibitors of pemphigus antibody binding to DSG3, primary screen, biochemical, bead-based, flow cytometry, scFv-GFP; 0.48% of 310,000 active; binding (percent of control), % at 10 µM; AID 588358, 2011; DSG3-coupled beads, scFv-anti-DSG3-GFP binding; active compounds read low; Desmoglein-3 (Homo sapiens), P32926;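 active = binding more than 3 SD below its plate's average and above zero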;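 note: hits lower antibody fragment binding to DSG3; some compounds called inactive have numbers as strong as hits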
HTR5A inv ctr: HTR5A inverse agonists in luminescence cell assay, primary screen, counter-screen for OPRM1-OPRD1 heterodimer inverse agonist project, full-deck HTS | 5-hydroxytryptamine receptor 5A (Homo sapiens), P47898 | AID 504634, 2011 | inhibition, % at 9.3 µM | HTR5A cell line, inverse agonism | 0.083% of 340,000 active; in the data active = inhibition mostly above about 23%, no sharp cut-off; inactive = mostly below about 18%;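 note: 0% = cells with DMSO and 100% = no-cell wells with DMSO; some compounds called inactive have numbers as strong as hits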
Target sequence (P47898 whole entry, looked up): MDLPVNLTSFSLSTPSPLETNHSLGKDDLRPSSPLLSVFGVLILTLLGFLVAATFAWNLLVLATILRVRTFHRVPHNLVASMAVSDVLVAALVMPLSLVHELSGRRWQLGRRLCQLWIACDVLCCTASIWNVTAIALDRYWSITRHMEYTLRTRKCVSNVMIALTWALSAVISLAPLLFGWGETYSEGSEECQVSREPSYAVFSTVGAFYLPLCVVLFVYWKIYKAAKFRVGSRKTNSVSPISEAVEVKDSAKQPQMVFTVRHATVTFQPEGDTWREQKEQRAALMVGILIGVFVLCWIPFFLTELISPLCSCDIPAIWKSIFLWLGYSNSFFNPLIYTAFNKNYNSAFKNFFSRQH
HTR5A ag ctr: HTR5A agonists in luminescence cell assay, primary screen, counter-screen for OPRM1-OPRD1 heterodimer agonist project, full-deck HTS | 5-hydroxytryptamine receptor 5A (Homo sapiens), P47898 | cell-based | activation, % at 9.3 µM | 0.61% of 340,000 active; in the data active = activation mostly above about 9.5%, no sharp cut-off; inactive = mostly below about 7.6%;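 note: 0% = cells with vehicle only and 100% = reference agonist; strong numbers were not always called active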
Numbers without * were called inactive; . = not tested or not shown.

A first look (three entries):
entry | SMILES | PKA-R1A act | Pemphigus Ab inh | HTR5A ag ctr | Arrestin-AP2 inh | HTR5A inv ctr | DAGLB inhibitor | OPRM1-OPRD1 inv | OPRM1-OPRD1 ag | V-ATPase pHluor | PKA-R2B act
1 | Cc1[nH]nc2c1C(c1ccc(OC(=O)c3ccco3)cc1)C(C#N)=C(N)O2 (configuration not stated) | -5 | . | -4 | -1 | 10 | 1 | 5 | -0.9 | 4 | -4
2 | Cc1cc(C)c(CN2CCN(CCCn3ccc(NC(=O)OCc4ccccc4)nc3=O)CC2)c(C)c1 | -4 | 102 | 4 | 2 | -13 | -4 | -10 | 2.1 | 5 | 0
3 | CC(C)c1ccc(/C=N/NC(=O)c2c(Cl)cnn2C)cc1 | -5 | 84 | 4 | -5 | -10 | 0 | 7 | -1.1 | 0 | 3

The list itself, from the first entry:
entry | SMILES | PKA-R1A act | Pemphigus Ab inh | HTR5A ag ctr | Arrestin-AP2 inh | HTR5A inv ctr | DAGLB inhibitor | OPRM1-OPRD1 inv | OPRM1-OPRD1 ag | V-ATPase pHluor | PKA-R2B act
1 | Cc1[nH]nc2c1C(c1ccc(OC(=O)c3ccco3)cc1)C(C#N)=C(N)O2 (configuration not stated) | -5 | . | -4 | -1 | 10 | 1 | 5 | -0.9 | 4 | -4
2 | Cc1cc(C)c(CN2CCN(CCCn3ccc(NC(=O)OCc4ccccc4)nc3=O)CC2)c(C)c1 | -4 | 102 | 4 | 2 | -13 | -4 | -10 | 2.1 | 5 | 0
3 | CC(C)c1ccc(/C=N/NC(=O)c2c(Cl)cnn2C)cc1 | -5 | 84 | 4 | -5 | -10 | 0 | 7 | -1.1 | 0 | 3
4 | CNc1nc(-c2c[nH]c3ccccc23)cs1 | 0 | 98 | -8 | 1 | 18 | 2 | -15 | 3.1 | 0 | 2
5 | NC(CSC12CC3CC(CC(C3)C1)C2)C(=O)O (configuration not stated) | -1 | 99 | 1 | 9 | 6 | -1 | 9 | -1.6 | 1 | 1
6 | CCCC(=O)Nc1ccc(NCc2ccc(C)s2)cc1 | 4 | 115 | 10 | 11 | -40 | -3 | -7 | 1.4 | 6 | 7
7 | O/N=C(\C[n+]1ccccc1)c1ccc(Br)cc1 | -1 | 96 | -2 | 33 | 7 | -1 | 10 | -2.1 | -2 | -10
8 | COc1ccc(C(=O)NC2CCCc3c2cnn3-c2cc(F)cc(F)c2)c(OC)n1 (configuration not stated) | 1 | 105 | 0 | 7 | -20 | -3 | 10 | -2.0 | 2 | 1
9 | O=C(CSc1cccc2cccnc12)N1CCCC1 | -6 | 97 | 2 | -7 | -5 | -2 | 13 | -2.7 | 0 | 1
10 | COc1ccc(C2CC(=O)c3cnc(Nc4cc(C)cc(C)c4)nc3C2)cc1 (configuration not stated) | -8 | 106 | 3 | 3 | -6 | -2 | 6 | -1.1 | -3 | 1
11 | CCOc1ccc(N2C(=O)NC(Cc3c[nH]c4ccccc34)C2=O)cc1 (configuration not stated) | -3 | 89 | 3 | -3 | -8 | 1 | 5 | -1.2 | 3 | 1
12 | CCc1cc2c(=O)c(-c3ccc4c(c3)OCCO4)coc2c(CN2CCCCC2C)c1O (configuration not stated) | -11 | 107 | -2 | 29 | -2 | -2 | 22 | -4.4 | -3 | -13
13 | COc1cccc(/C=N/NC(=O)Cn2ccnc2C)c1 | -9 | 97 | -2 | 1 | -23 | -1 | 5 | -0.9 | -2 | 6
14 | Cc1c(NC(=O)C(C)Oc2cccc(Cl)c2)c(=O)n(-c2ccccc2)n1C (configuration not stated) | -12 | . | -6 | -3 | 14 | -1 | 17 | -3.2 | 2 | -14
15 | CNNC(=O)C(=O)NNS(=O)(=O)c1ccccc1 | -6 | 103 | 4 | 8 | -6 | -1 | 18 | -3.6 | -2 | -3

Full records from above. Screens in order: PKA-R1A act	Pemphigus Ab inh	HTR5A ag ctr	Arrestin-AP2 inh	HTR5A inv ctr	DAGLB inhibitor	OPRM1-OPRD1 inv	OPRM1-OPRD1 ag	V-ATPase pHluor	PKA-R2B act
COc1ccc(C2CC(=O)c3cnc(Nc4cc(C)cc(C)c4)nc3C2)cc1 (configuration not stated) as listed: -8	106	3	3	-6	-2	6	-1.1	-3	1
O/N=C(\C[n+]1ccccc1)c1ccc(Br)cc1 as listed: -1	96	-2	33	7	-1	10	-2.1	-2	-10
Cc1[nH]nc2c1C(c1ccc(OC(=O)c3ccco3)cc1)C(C#N)=C(N)O2 (configuration not stated) as listed: -5	.	-4	-1	10	1	5	-0.9	4	-4
O=C(CSc1cccc2cccnc12)N1CCCC1 as listed: -6	97	2	-7	-5	-2	13	-2.7	0	1

Continuation.
entry | SMILES | PKA-R1A act | Pemphigus Ab inh | HTR5A ag ctr | Arrestin-AP2 inh | HTR5A inv ctr | DAGLB inhibitor | OPRM1-OPRD1 inv | OPRM1-OPRD1 ag | V-ATPase pHluor | PKA-R2B act
16 | Cn1c(=O)c2c(nc(NC3CCCCC3)n2Cc2ccccc2)n(C)c1=O | -1 | 95 | 6 | 23 | -17 | 1 | 10 | -2.0 | 1 | 0
17 | O=C(OCCNc1nc(-c2ccccc2)nc2ccccc12)c1cccnc1 | -13 | 83 | 3 | -4 | -9 | -2 | -5 | 0.7 | 1 | -1
18 | CCOc1ccccc1NC(=S)N1CCN(c2ccccc2F)CC1 | -13 | 119 | 5 | 4 | -18 | -11 | 14 | -2.8 | -2 | -4
19 | COc1cc(C=O)c(Br)cc1OCC(=O)NCCc1ccccc1 | -4 | 103 | 3 | 18 | 4 | -4 | -5 | 0.7 | -2 | -5
20 | Cn1c(SCC(=O)N2CCCC2)nnc1-c1ccc(S(=O)(=O)N2CCCC2)cc1 | 1 | 106 | 2 | -4 | -29 | -4 | 8 | -1.6 | 3 | 6
21 | OCCN1CCN(c2ncnc3c2c(-c2ccccc2)cn3-c2ccc(F)cc2)CC1 | 10 | 102 | -17 | 49 | 44* | -1 | 45* | -9.5 | -3 | 0
22 | O=c1c(S(=O)(=O)c2ccc(Cl)cc2)cn(Cc2cccc(F)c2)c2ccc(F)cc12 | 2 | 101 | 5 | -1 | -18 | 1 | -2 | 0.4 | 2 | 2
23 | COc1ccc(NC(=O)CCc2c(C)nc3nc(CNC(=O)c4cccc(F)c4)nn3c2C)cc1OC | -6 | 98 | 2 | -7 | 0 | 2 | 3 | -0.6 | -1 | 1
24 | COc1ccc(CN2C(=O)C(CC(=O)NCc3cccs3)CC(C(=O)N3CCOCC3)=C2C)cc1 (configuration not stated) | -9 | 97 | . | . | . | -1 | . | . | -1 | 2
25 | O=C(CCc1ccncc1)N1CCCC(Nc2ccc(F)cc2)C1 (configuration not stated) | 2 | 111 | 2 | 0 | 16 | 1 | 15 | -4.7 | -1 | 7
26 | Cc1ccc(CC2S/C(=N/c3ccccn3)NC2=O)cc1 (configuration not stated) | -8 | 99 | 4 | -12 | 13 | -4 | 12 | -2.0 | . | 2
27 | O=C(Cn1cnc2c(nnn2Cc2ccc(Cl)cc2)c1=O)N1CCN(c2ccccc2)CC1 | 4 | 112 | -4 | 1 | -7 | 0 | 11 | -2.0 | -2 | 9
28 | CCCS(=O)(=O)Nc1ccc(-c2cn3c(n2)SCC3)cc1 | -7 | 100 | 0 | 2 | 1 | 0 | -1 | 0.2 | 0 | -1
29 | O=C(COC(=O)CNC(=O)C1CCCCC1)Nc1ccc2c(c1)OCCO2 | -1 | 79 | -2 | 10 | 0 | -2 | 3 | -0.6 | 2 | 3
30 | CCOC(=O)/C=C1\SCC(=O)N1CC(=O)Nc1cc(S(=O)(=O)N(C)C)ccc1C | 6 | 96 | 1 | -9 | -3 | -3 | 15 | -3.0 | 1 | -9

New compounds follow
entry | SMILES | PKA-R1A act | Pemphigus Ab inh | HTR5A ag ctr | Arrestin-AP2 inh | HTR5A inv ctr | DAGLB inhibitor | OPRM1-OPRD1 inv | OPRM1-OPRD1 ag | V-ATPase pHluor | PKA-R2B act
31 | CCn1c(SCC(=O)Nc2ccc3c(c2)OCCO3)nnc1-c1cccs1 | -5 | 112 | 2 | -9 | 0 | -3 | 9 | -1.7 | -3 | 3
32 | COC(=O)c1ccc(CN2CCCC(C(=O)c3ccccc3OC)C2)cc1 (configuration not stated) | -4 | 97 | -4 | -3 | 15 | -5 | 6 | -1.3 | -4 | -11
33 | Cc1cc(NC(=O)NCC(F)(F)F)no1 | -6 | . | 3 | -12 | -8 | -1 | 16 | -3.3 | -1 | 1
34 | COc1ccc(Br)cc1/C=N/NC(=O)CN1CCCCC1 | -11 | 97 | -2 | -9 | 7 | -4 | 0 | -0.1 | -2 | 6
35 | O=C(c1cc(S(=O)(=O)N2CCOCC2)ccc1Cl)N1CCOCC1 | 6 | 103 | 6 | -11 | -10 | -1 | 17 | -3.3 | 1 | 8
36 | O=C(NCCO)c1ccc2c(c1)S(=O)(=O)c1ccccc1C2=O | 8 | 105 | -1 | -8 | -6 | 2 | -5 | 1.0 | 0 | -5
37 | O=C(Nc1ccc(S(=O)(=O)N2CCCC2)cc1)c1ccc2c(=O)n3c(nc2c1)CCCCC3 | 4 | 101 | 5 | 7 | 24 | -1 | 2 | -0.3 | -3 | 4
38 | c1ccc(-n2cnnc2SCc2cn3ccsc3n2)cc1 | 9 | 101 | 5 | 27 | 0 | 1 | 15 | -2.9 | 0 | 9
39 | CCC(C(=O)OCC(=O)Nc1ccc(SC(F)F)cc1)c1ccccc1 (configuration not stated) | -1 | 102 | -3 | -12 | 8 | -9 | -23 | 4.4 | 3 | -12
40 | O=C(CN1CCN(c2ccccn2)CC1)Nc1ccc([N+](=O)[O-])cc1C(=O)Nc1ccccc1F | 15 | 99 | 11 | 18 | -27 | -2 | 8 | -1.5 | 6 | -1
41 | COc1cc(S(=O)(=O)N2CCCC2)c(C)cc1C | 8 | 92 | 4 | 36 | -11 | -3 | 13 | -2.3 | -3 | -6
42 | COc1ccc(OC)c(NC(=O)c2ccc3c(c2)CCN3S(C)(=O)=O)c1 | -5 | 105 | 6 | 24 | -23 | -1 | 10 | -2.1 | 0 | 1
